Jurkat NFkB inh = inhibitors of induced NF-kB luciferase reporter, primary screen, TCR NF-kB activation inhibitor project, cell-based, luminescence, uHTS. Jurkat, PMA/ionomycin-induced NF-kB luciferase reporter. inhibition, % at 4 µM. actives 0.53% (n = 330,000); in the data active = inhibition above about 50%
CXCR6 block = CXCR6 receptor inhibitors, primary screen, cell-based, beta-arrestin, luminescence, CHO-K1 PathHunter, 1536-well; C-X-C chemokine receptor type 6 (Homo sapiens), O00574; inhibition, % at 20 µM; actives 0.36% (n = 360,000); AID 602244, 2012; in the data active = inhibition above about 34%, passing the limit was not always enough;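 also: antagonist mode with CXCL16 agonist at 10 nM final; 0% = 10 nM CXCL16 with DMSO and 100% = unstimulated wells without agonist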
Target sequence (O00574 whole entry, looked up): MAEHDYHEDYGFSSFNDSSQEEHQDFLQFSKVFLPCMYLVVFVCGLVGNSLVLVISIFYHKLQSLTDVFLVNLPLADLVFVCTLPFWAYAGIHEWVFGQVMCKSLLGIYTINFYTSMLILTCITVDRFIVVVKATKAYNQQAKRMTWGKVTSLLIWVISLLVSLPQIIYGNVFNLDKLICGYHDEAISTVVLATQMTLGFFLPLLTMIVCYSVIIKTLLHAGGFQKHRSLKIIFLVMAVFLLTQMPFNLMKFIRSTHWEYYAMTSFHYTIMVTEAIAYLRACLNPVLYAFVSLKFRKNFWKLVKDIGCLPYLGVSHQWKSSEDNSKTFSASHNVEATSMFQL
Gli-Sufu block = Gli-Sufu pathway antagonists, primary screen, luciferase luminescence, Sufu-KO-LIGHT cells, uHTS | inhibition, % at 5 µM | actives 0.74% (n = 340,000) | Sufu-KO-LIGHT fibroblasts, Gli luciferase reporter luminescence;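 active = inhibition above about 55%, limit read from the data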;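 also: 0% = DMSO-treated cells and 100% = wells with medium but no cells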
APJ antagonist = antagonists of human apelin receptor APJ, primary screen, CHO-K1 cells, beta-arrestin complementation, luminescence; P35414; inhibition, % at 20 µM; actives 0.32% (n = 330,000); AID 2521, 2010;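 active = inhibition above about 40% at 20 µM, limit read from the data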;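 also: cells challenged with 10 nM apelin-13 agonist together with compound; plate controls were apelin-13 plus DMSO wells for no effect and DMSO wells lacking apelin-13 for full effect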
Target sequence (P35414 whole entry, looked up): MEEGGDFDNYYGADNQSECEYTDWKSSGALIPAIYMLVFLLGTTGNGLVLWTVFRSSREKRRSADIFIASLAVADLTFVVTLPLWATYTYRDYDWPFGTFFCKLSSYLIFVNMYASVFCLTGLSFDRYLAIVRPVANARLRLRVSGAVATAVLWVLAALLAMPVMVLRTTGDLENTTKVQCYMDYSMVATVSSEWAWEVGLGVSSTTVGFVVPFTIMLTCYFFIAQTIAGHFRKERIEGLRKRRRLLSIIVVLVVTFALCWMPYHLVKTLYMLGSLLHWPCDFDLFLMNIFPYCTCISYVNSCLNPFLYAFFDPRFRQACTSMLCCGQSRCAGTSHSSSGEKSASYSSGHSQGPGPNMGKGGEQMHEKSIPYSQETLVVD
697 NFkB inh = inhibitors of PMA/ionomycin-induced NF-kB reporter, 697 cells, primary screen, B-cell NF-kB inhibitor project, cell-based, luminescence, uHTS; 697 B-cell NF-kB luciferase reporter, 16 h; inhibition, % at 4 µM; actives 0.33% (n = 330,000); in the data active = inhibition above about 35%
CCR6 antag = CCR6 receptor antagonists, primary screen, cell-based, CHO-K1, luminescence, beta-arrestin, uHTS. inhibition, % at 20 µM. C-C chemokine receptor type 6 (Homo sapiens), P51684. actives 0.49% (n = 340,000). CHO-K1 CCR6 PathHunter beta-arrestin, CCL20-stimulated;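 active = compounds whose inhibition of the agonist-driven luminescence signal at 20 µM reaches about 50%, limit read from the data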;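 also: cells stimulated with CCL20 at 14 nM final; plate controls were DMSO with CCL20 for no effect and DMSO without agonist for full effect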
UBC13 polyUb = UBC13 polyubiquitin chain formation inhibitors, primary screen, biochemical, TR-FRET, uHTS; actives 0.47% (n = 330,000); AID 485273, 2010; inhibition, % at 20 µM; in the data active = inhibition above about 45%, passing the limit was not always enough
EBI2 antag = EBI2 receptor antagonists, beta-arrestin recruitment, primary screen, cell-based, luminescence, 7a,25-OHC stimulation, uHTS. G-protein coupled receptor 183 (Homo sapiens), P32249. 7a,25-OHC stimulated. inhibition, % at 5 µM. actives 0.81% (n = 360,000); in the data active = inhibition above about 38%;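 also: enzyme fragment complementation signal reports receptor beta-arrestin coupling in cells; 0% = agonist plus DMSO wells and 100% = wells without agonist; some results beyond the cut were filed as inactive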
Target sequence (P32249 whole entry, looked up, the tested form may be a part): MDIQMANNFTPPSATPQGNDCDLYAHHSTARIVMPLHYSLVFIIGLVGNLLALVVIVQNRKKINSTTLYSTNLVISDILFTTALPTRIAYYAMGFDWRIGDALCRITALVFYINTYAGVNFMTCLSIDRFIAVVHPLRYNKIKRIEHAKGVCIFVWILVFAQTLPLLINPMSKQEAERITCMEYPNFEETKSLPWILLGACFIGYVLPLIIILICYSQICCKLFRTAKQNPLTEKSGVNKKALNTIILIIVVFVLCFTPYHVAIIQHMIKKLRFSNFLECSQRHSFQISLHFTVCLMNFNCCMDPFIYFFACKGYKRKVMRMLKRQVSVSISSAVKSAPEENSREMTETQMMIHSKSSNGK
The depositor's hits bear a star; . = no result given.

SMILES | Jurkat NFkB inh | CXCR6 block | Gli-Sufu block | APJ antagonist | 697 NFkB inh | CCR6 antag | UBC13 polyUb | EBI2 antag
CC(OC(=O)Cn1cc(C(F)(F)F)ccc1=O)C(=O)N(C)c1ccccc1 (stereo unspecified) | 3 | 11 | 8 | 12 | 1 | 7 | -1 | -2
COC(=O)c1cc(NS(=O)(=O)c2ccc(NCc3cccnc3)c(N)c2)cc(C(=O)OC)c1 | 9 | -6 | -11 | 6 | -15 | 10 | -12 | -13
O=c1[nH]c(CSc2ncn[nH]2)nc2ccccc12 | -4 | 6 | 2 | 7 | 9 | 11 | -5 | -3
CC1(C)c2ccccc2N2CC(=O)NC21/C=C/c1ccco1 (stereo unspecified) | -7 | 1 | 5 | 24 | 4 | 9 | -5 | 4
Cc1nnc(SCc2cccc(Oc3ccccc3)c2)n1N | -4 | 5 | -8 | 18 | -5 | -8 | 11 | 3
Cc1cc(C)n2nc(C(=O)OCC(=O)Nc3cc(Cl)ccc3C)nc2n1 | -8 | 1 | -20 | 10 | -28 | -8 | -2 | -6
O=c1c2c3c(sc2ncn1Cc1ccc(F)cc1)CCC3 | 9 | -1 | -4 | 19 | -1 | 13 | 8 | 6
COc1ccc(NC(C)=O)cc1NC(=O)CCn1c(=O)sc2ccccc21 | 8 | -3 | 0 | 19 | 10 | 5 | 0 | -8
COc1ccc(NC(=O)CSc2nnc(-c3ccncc3)o2)c(OC)c1 | -8 | -6 | -10 | 9 | 8 | 3 | 1 | -5
O=c1c2ccccc2nc(COc2ccccc2)n1/N=C/c1ccc(O)c(O)c1 | -2 | 6 | -3 | -6 | -46 | 17 | -5 | 9
COc1ccccc1OCCN(C#N)c1nc(N(C)C)nc(N(C)C)n1 | 5 | 5 | 11 | -17 | -8 | 16 | 1 | 7
CN1C(=O)c2oc3ccccc3c(=O)c2C1c1ccncc1 (stereo unspecified) | 10 | 5 | -22 | 13 | 8 | 8 | -6 | -1

Look-ups from the list.
COc1ccc(NC(=O)CSc2nnc(-c3ccncc3)o2)c(OC)c1 in 697 NFkB inh → 8
O=c1[nH]c(CSc2ncn[nH]2)nc2ccccc12 in Gli-Sufu block → 2

(list continues)
SMILES | Jurkat NFkB inh | CXCR6 block | Gli-Sufu block | APJ antagonist | 697 NFkB inh | CCR6 antag | UBC13 polyUb | EBI2 antag
Cn1nc2sc3ccccc3n2c(=O)c1=O | -17 | 2 | 1 | -3 | 17 | -1 | 1 | 0
COCCNC(=O)C/C(C)=N/NC(=O)C(=O)NC1CCCCC1 | 0 | -2 | 7 | 2 | 5 | -12 | -2 | -19
NC(=O)COc1ccc2c3c(c(=O)oc2c1)CCCCC3 | 5 | 4 | -2 | 6 | 16 | -3 | 16 | 1
Cc1cccc([C@@H]2[C@@H]3C(=O)N(Cc4ccccc4)C(=O)[C@@H]3[C@]3(Cc4ccccc4)C(=O)N(c4cccc(Cl)c4)C(=O)N23)c1 | 9 | -3 | -4 | 17 | 18 | 6 | -12 | 11
CC(=O)[C@@]1(O)CC[C@H]2[C@@H]3C[C@H](C)C4=CC(=O)CC[C@]4(C)[C@H]3CC[C@@]21C | 11 | 0 | 3 | 1 | 6 | 7 | 11 | 1
COc1ccccc1C(=O)N/C(=N/c1nc(C)cc(C)n1)Nc1ccccc1 | -4 | 7 | 6 | 6 | -7 | 11 | 25 | 16
O=C(CN(c1cccc(Cl)c1)S(=O)(=O)c1ccc(Cl)cc1)N1CCc2ccccc2C1 | 9 | 6 | 11 | 16 | 17 | 13 | -3 | -2
COc1ccc(NC(=O)N2CCCC(C(=O)Nc3cccc(C)c3C)C2)cc1 (stereo unspecified) | 11 | -4 | -21 | -8 | 12 | 9 | -8 | 19
COc1cc(C(=O)N[C@H](C(=O)NC2CCCc3ccccc32)C(C)C)cc(OC)c1OC (stereo partly specified) | -9 | 1 | -7 | 8 | 18 | 3 | -5 | 7
Cc1ccc(S(=O)(=O)NCC(=O)OC(C)C(=O)c2ccccc2)cc1 (stereo unspecified) | 17 | 3 | -3 | 21 | 20 | 6 | 4 | -7
COc1ccc(N(CC(=O)NC2CCCC2)C(=O)CCC(=O)Nc2nc(C)cs2)cc1OC | 3 | -7 | 14 | 4 | 15 | 13 | -5 | -7
CCOCCCNC(=O)N1CCOCC1 | 11 | -2 | -5 | 13 | 32 | -17 | 8 | -5
Cc1onc(-c2c(Cl)cccc2Cl)c1C(=O)NCCCN1CCOCC1 | -8 | 4 | 7 | 0 | 11 | 8 | 3 | -11
COc1ccc(CN2CCN(C(=O)C3CCN(S(=O)(=O)c4cccs4)CC3)CC2)c(OC)c1OC | 4 | 1 | 19 | 20 | -12 | 4 | 6 | -2
NC(=O)NC(=O)COC(=O)CCSc1ccccc1 | -18 | -10 | -6 | -5 | 11 | -4 | -1 | -4
CN(C)C(CNc1ccc(C(F)(F)F)cn1)c1ccccc1 (stereo unspecified) | -9 | 1 | -12 | -10 | -3 | 63* | 3 | -9
O=C(Nc1ccc(C(=O)N2CCCCC2)cc1)c1cccc([N+](=O)[O-])c1 | -3 | -1 | -9 | -31 | -35 | -16 | -2 | -6
CC(=O)c1cccc(NC(=O)COC(=O)CCC(=O)c2ccc(F)cc2)c1 | 6 | -1 | 2 | 1 | 20 | 1 | 12 | -2
Cn1c(=O)c2c(nc(CN3CCN(c4ccc(F)cc4)CC3)n2CCN2CCOCC2)n(C)c1=O | 1 | -3 | -2 | -16 | 1 | 12 | -13 | 28
O=C(CSCc1ccccc1Cl)N1CCN(c2ccccn2)CC1 | -24 | -1 | -35 | 15 | -43 | 2 | 3 | 6
CCOc1ccc(C(O)(c2ccccc2OC)C(CN2CCCC2)c2ccccc2)cc1 (stereo unspecified) | 6 | 11 | 15 | 16 | -2 | 8 | 14 | 11
Cc1oc(-c2ccccc2Cl)nc1CS(=O)CC(=O)NCc1ccccc1Cl (stereo unspecified) | 2 | -5 | -11 | -9 | 14 | 17 | 9 | 19
CC1(C)CC(=O)C(C=NC(CCC(N)=O)C(=O)O)=C(O)C1 (stereo unspecified) | 1 | 0 | 2 | 3 | -7 | 9 | -8 | -7
CCN(CC(=O)Nc1ccc2c(c1)OCCO2)c1ccc(S(=O)(=O)N2CCOCC2)cn1 | -6 | -3 | . | -6 | 11 | 16 | 1 | -3

Ordered by length of the SMILES (largest number first): some entries from above
SMILES | Jurkat NFkB inh | CXCR6 block | Gli-Sufu block | APJ antagonist | 697 NFkB inh | CCR6 antag | UBC13 polyUb | EBI2 antag
COc1ccc(CN2CCN(C(=O)C3CCN(S(=O)(=O)c4cccs4)CC3)CC2)c(OC)c1OC | 4 | 1 | 19 | 20 | -12 | 4 | 6 | -2
CCN(CC(=O)Nc1ccc2c(c1)OCCO2)c1ccc(S(=O)(=O)N2CCOCC2)cn1 | -6 | -3 | . | -6 | 11 | 16 | 1 | -3
CCOc1ccc(C(O)(c2ccccc2OC)C(CN2CCCC2)c2ccccc2)cc1 (stereo unspecified) | 6 | 11 | 15 | 16 | -2 | 8 | 14 | 11
CC1(C)CC(=O)C(C=NC(CCC(N)=O)C(=O)O)=C(O)C1 (stereo unspecified) | 1 | 0 | 2 | 3 | -7 | 9 | -8 | -7
CN(C)C(CNc1ccc(C(F)(F)F)cn1)c1ccccc1 (stereo unspecified) | -9 | 1 | -12 | -10 | -3 | 63* | 3 | -9

Additional structures.
SMILES | Jurkat NFkB inh | CXCR6 block | Gli-Sufu block | APJ antagonist | 697 NFkB inh | CCR6 antag | UBC13 polyUb | EBI2 antag
COc1ccc(C2c3[nH]c4ccccc4c3CCN2CCCn2cccn2)c(F)c1 (stereo unspecified) | -1 | 4 | 9 | 6 | -14 | 20 | 3 | 15
CCc1[nH]nc2c1C1(CCN(C(=O)OCc3ccccc3)CC1)C(C#N)=C(N)O2 | -5 | -2 | 3 | -14 | -18 | -23 | -8 | -9
Cn1c(=O)c2c(nc(SCCN3CCOCC3)n2C)n(C)c1=O | -9 | -3 | -3 | 17 | -6 | 6 | -4 | -13
O=C(CN1C2CCCC1CC(NC(=O)C1CCCCC1)C2)NCc1ccc(F)cc1 (stereo unspecified) | 12 | 2 | 2 | -10 | -4 | 12 | 2 | 7
CCCCNC(=S)NNC(=O)c1ccc2c(c1)OCO2 | 6 | 5 | -19 | 5 | -15 | -5 | -14 | -7
Cc1cccc(-c2nnc(SCC#N)n2C)c1 | 0 | 4 | -7 | -7 | 21 | 14 | 9 | -6
CCC(C)n1[nH]c(=O)cc1N (stereo unspecified) | 6 | -8 | -16 | 3 | 7 | 6 | -8 | -8
O=C(c1ccccc1NS(=O)(=O)c1ccc([N+](=O)[O-])cc1[N+](=O)[O-])N1O[C@@H]2C=C[C@H]1C2 | . | -4 | -2 | . | 5 | 10 | . | -15
COc1ccc2nc3cc(Cl)ccc3c(C#N)c2c1 | 0 | 1 | -9 | -29 | -7 | 8 | 40 | 8
Cc1ccccc1C(=O)NC(=S)N(C)C1CCCCC1 | -20 | -1 | -5 | 9 | 5 | 10 | 5 | -3
CCCCOC(=O)CCc1c(C)n[nH]c1C | 10 | 2 | -12 | 0 | -10 | 5 | 3 | 9
CCC(CC)c1nnc(NC(=O)[C@@H](NC(=O)c2cccc(C)c2)C(C)C)s1 | -6 | -9 | 20 | 13 | -3 | 8 | 10 | -2
CC(=O)c1cc(-c2ccccc2)n(CCC(=O)NC2CCCCCC2)c1C | -4 | -18 | 2 | 3 | 6 | -3 | 2 | -15
CNC(=O)c1ccc(-c2ccccc2)s1 | -82 | 1 | -25 | 2 | -22 | -4 | -1 | 11
CN(C)C(=O)c1cc(Cl)ccc1Sc1cc(Cl)ccc1Cl | -28 | 4 | 0 | 1 | 5 | 14 | -3 | 14
CCCCNC(=O)C1CCC(CNS(=O)(=O)c2cccc3nsnc23)CC1 (stereo unspecified) | -8 | 1 | -6 | 15 | 4 | 13 | -6 | -5
O=C(CSc1nnnn1C1CCCC1)NCc1cccs1 | -6 | -7 | 18 | -30 | 18 | 13 | 5 | 2
COc1ccc(NC(=S)NCc2cccn2C)cc1 | 6 | -9 | 1 | -6 | 19 | 6 | -9 | -2
CCCN1CCC(=O)N([C@H](CSc2ccc(C)cc2)CC(C)C)CC1 | -74 | 1 | 10 | 18 | -29 | 16 | 9 | -3
O=[N+]([O-])c1cc(Cl)ccc1Oc1ccc(-c2nnco2)cc1 | -10 | -10 | -10 | -24 | 17 | -5 | -14 | -11
Cc1cc(C)c(C)c(S(=O)(=O)N(C)CCc2ccccn2)c1C | 1 | 4 | 6 | 3 | 3 | 11 | 8 | 20
O=C1C/C(=C\c2c(F)cccc2Cl)N2CCC1CC2 | 4 | 4 | -9 | 11 | 13 | -8 | 2 | 3
O=C(CCNS(=O)(=O)c1c(Cl)cccc1Cl)N1CCCC1 | -5 | -5 | -3 | 14 | 16 | -2 | -8 | -4
Cc1ccc(-n2nc3c(c2NC(=O)c2ccc4c(c2)OCO4)CSC3)cc1 | -7 | -5 | 0 | 5 | 25 | 6 | 1 | 0
COCCNC(=S)N(Cc1cccs1)Cc1cc2cccc(C)c2[nH]c1=O | 2 | 6 | 3 | -14 | -2 | 9 | -3 | 4
CC(C)C(=O)Nc1csc(C(F)(F)F)c1-c1ccccc1 | 14 | -4 | 44 | -23 | 23 | 19 | 0 | -1
O=S(=O)(NC1CCN(S(=O)(=O)c2c(F)cccc2F)C1)c1ccc2c(c1)OCCO2 (stereo unspecified) | 13 | -3 | 24 | -2 | 13 | -3 | 4 | -17
CCc1nnc(NC(=O)[C@@H](NC(=O)c2ccc(OC)cc2)C(C)C)s1 | -10 | -7 | 4 | 0 | 8 | 6 | 3 | -3
COc1ccccc1NC(=O)/C(C#N)=C/c1cccnc1 | 18 | -7 | 10 | -19 | -2 | -3 | 4 | -10
O=C(CCn1c(=O)c2ccccc2n(Cc2ccccc2)c1=O)NC1CCN(Cc2ccccc2)CC1 | -8 | 12 | 11 | 10 | -5 | 18 | -1 | -2
Cc1ccc(C(=O)NC2CCc3ccccc3C2=O)cc1 (stereo unspecified) | -107 | -2 | -84 | -27 | -104 | 14 | 8 | 1
C/C(CC(=O)Nc1cccc(Cl)c1)=N\NC(=O)Cc1ccc(Cl)cc1 | -9 | 6 | 9 | 2 | -22 | -5 | 2 | -7
